Screening results deposited in PubChem BioAssay by National Center for Advancing Translational Sciences (NCATS).
Pf growth 48h – P. falciparum growth inhibition at 48 hours (one generation) | 5.9% of 310,000 active | P. falciparum luciferase growth in erythrocytes, 48 h | Potency, µM (titrated, usually from 28.7 µM), for inactives: at the highest dose activity change, negative = inhibition, most hits filed as inhibitors; further: potency means the concentration at half of the fitted maximal effect; on the % scale 0 is the no-effect control and ±100 the full control effect
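Erythrocytes infected with P. falciparum carrying an integrated firefly luciferase reporter (2% hematocrit, 0.1% parasitemia final) were exposed to compounds in RPMI 1640 with 0.5% Albumax at 37 C, 5% CO2. Growth inhibition was scored as reduced luminescence.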
Pf growth 96h – inhibits malaria parasite growth, 96 h | Potency, µM (titrated, usually from 28.7 µM), for the others: at the top dose activity change, negative = inhibition, usual class: inhibitors | P. falciparum luciferase reporter growth, 96 h | 6.9% of 320,000 active; further: potency means the concentration at half of the fitted maximal effect; on the % scale 0 is the no-effect control and ±100 the full control effect
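Two-generation exposure (96 h) targets delayed-death phenotype. Reporter parasites carrying integrated firefly luciferase, in red cells at 2% hematocrit and 0.05% parasitemia final, kept at 37 C, 5% CO2; luminescence loss indicates inhibition.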
Shiga toxin inh – inhibitors of Shiga toxin in Vero cells. Vero cells, Shiga toxin protein synthesis inhibition reporter. inhibition, % at 38.7 µM. 9.2% of 290,000 active. AID 2315; in the data active means inhibition mostly above about 28%, no sharp cut-off; inactive means mostly below about 43%; further: 0% is about no effect
Sm TGR inh – inhibitors of Schistosoma mansoni thioredoxin glutathione reductase; Q962Y6; purified TGR, DTNB reduction, TNB absorbance 405 nm; Potency, µM (top dose mostly 114 µM), for the others: top-dose activity change, negative = inhibition, most hits filed as inhibitors; 3% of 360,000 active; AID 485364; further: potency means the concentration at half of the fitted maximal effect; on the % scale 0 is the no-effect control and ±100 the full control effect; nearly all actives have a fitted effect of over 60% in size
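First, TGR (20 nM dispensed) and NADPH were mixed with compound. Second, a 15 min room-temperature incubation followed. Third, further NADPH and then DTNB were added to start the reaction. Finally, TNB absorbance was monitored kinetically.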
CHX counter – counter-screen for Shiga toxin inhibitors: cycloheximide protein synthesis inhibition. cell reporter, cycloheximide protein synthesis inhibition counterscreen. max response, %. 12% of 300,000 active; in the data active means max response mostly above about 13%, no sharp cut-off; inactive means mostly below about 14%; further: read at 38.3 µM for the half of the compounds with a filed dose; 0% is about no effect
Giardia FBPA inh – Giardia lamblia aldolase inhibition; A8B2U2; Potency, µM (doses to about 59.6 µM), for inactives: top-dose activity, negative = inhibition, usual class: inhibitors; purified Giardia FBPA; 0.71% of 290,000 active; further: potency means the concentration at half of the fitted maximal effect; on the % scale 0 is the no-effect control and ±100 the full control effect; nearly all actives have a fitted effect of over 55% in size
Target sequence (A8B2U2 whole entry, looked up): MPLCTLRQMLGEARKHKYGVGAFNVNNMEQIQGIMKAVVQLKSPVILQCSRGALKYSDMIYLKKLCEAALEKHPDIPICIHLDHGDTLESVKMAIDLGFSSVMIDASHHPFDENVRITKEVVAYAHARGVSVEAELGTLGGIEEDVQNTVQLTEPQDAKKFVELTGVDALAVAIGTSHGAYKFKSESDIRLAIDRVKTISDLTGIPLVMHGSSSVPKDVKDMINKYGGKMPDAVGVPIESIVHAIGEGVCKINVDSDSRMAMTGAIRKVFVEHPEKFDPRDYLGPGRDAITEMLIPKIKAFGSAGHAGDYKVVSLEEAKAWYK
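Giardia FBPA (40 nM reagent) was preincubated 10 min at RT with compound (up to 57.5 uM final), then substrate plus GAPDH/TPI/NAD/arsenate coupling system with diaphorase/resazurin was added; resorufin fluorescence (525/598 nm) was read after 20 min.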
Starred values were filed as active, the others as inactive; u = inconclusive; x = not tested or not shown; & = joins results of further samples; [ ] = another dose, or the depositor's remark. Unless noted, the call rests on the fitted dose curve; in most records, active means well fitted curve in the direction sought with a large enough effect; inconclusive means small, poorly fitted or top-dose-only effect, or another doubt; inactive means no such curve, though single readings can be large; an effect the other way counts as inactive or inconclusive.

[1] Cc1cccc(COc2ccc(/C=N/NC(=O)c3nnn(-c4nonc4N)c3CN3CCCCC3)cc2)c1
[2] O=C(CSc1nnc(-c2ccccc2)n1Cc1ccccc1)N1CCOCC1
[3] Cc1cc2sc3nc(=O)n(-c4ccccc4)c(=O)n3c2cc1C
[4] CC1CC(C)CN(C(=O)C2CCCN(c3ncnc4c3nc3n4CCCCC3)C2)C1 (stereo not drawn)
[5] COc1cccc(-c2csc3nnc(SCC(=O)c4ccc(NC(C)=O)cc4)n23)c1
[6] COc1ccc(Cc2nnc(SCC(=O)Nc3ccc(C)c(Cl)c3)[nH]c2=O)cc1
[7] O=C(Nc1ccc(Cl)cc1C(=O)c1ccccc1)c1ccccc1
[8] CCOc1ccc2[nH]c(=O)c(CN(CCO)C(=O)CC)cc2c1

| assay / compound | 1 | 2 | 3 | 4 | 5 | 6 | 7 | 8 |
| --- | --- | --- | --- | --- | --- | --- | --- | --- |
| Shiga toxin inh | 39 | 24 | 32* | -8 | -4 | x | -14 | 45 |
| Pf growth 96h | 20% | 15% | 244%[activator] | 1% | -98% | 2% | 0% | u |
| Giardia FBPA inh | u | 6% | -4% | -6% | 6% | x | 11% | -2% |
| Sm TGR inh | -1% | 13% | 4% | 1% | 2% | 1% | 7% | 9% |
| Pf growth 48h | 12% | 1% | 146%[activator] | u | 5% | u | 13% | -1% |
| CHX counter | 12 | -3 | 25* | -4 | 0 | x | -5 | -2 |

[9] NC(=S)Nc1c(Cl)cccc1Cl
[10] COC(=O)CSc1nnc2n1C(C)(C)Cc1ccccc1-2
[11] Cc1ccccc1N1CC(=O)N(c2ccccc2C)CC1=O
[12] O=C(O)c1cnn(-c2nc(-c3cccc(F)c3)cs2)c1C(F)(F)F
[13] CCOC(=O)c1ccc(NS(=O)(=O)c2ccc3c(c2)n(C)c(=O)n3C)cc1
[14] COc1ccc(-c2nc(NCCCN(C)C)c3ccccc3n2)cc1
[15] CCCCC(=O)Nc1ccccc1C(=O)N1CCOCC1
[16] N#CCn1cnc2sc(-c3ccccc3)cc2c1=O

| assay / compound | 9 | 10 | 11 | 12 | 13 | 14 | 15 | 16 |
| --- | --- | --- | --- | --- | --- | --- | --- | --- |
| Shiga toxin inh | 27 | -8 | -12 | 25 | -7 | x | 17 | 58 |
| Pf growth 96h | -2% | 14% | -1% | 37%[1.15 µM] | -12% | u | -17% | 0% |
| Giardia FBPA inh | -13% | -2% | 5% | u | -2% | u | 0% | 4% |
| Sm TGR inh | 2% | -3% | -2% | 6% | -3%&10% | 2% | -20% | -11% |
| Pf growth 48h | 0% | 1% | x | u | 12% | u | 8% | 16% |
| CHX counter | 5 | -1 | -6 | 10 | 0 | 11 | -4 | 27* |

[17] CCN(CC)CCCN(Cc1cc2cc(OC)ccc2[nH]c1=O)C(=O)Nc1ccccc1
[18] CC(CC(=O)Nc1ccc(F)cc1F)S(=O)(=O)c1ccc2c(c1)NC(=O)CO2 (stereo not drawn)
[19] CN(Cc1ccc(Cl)cc1)C(=O)COC(=O)c1ccc(-c2ccc(O)cc2)cc1
[20] O=C(CSc1nc2ccccc2o1)NCC1CCCO1 (stereo not drawn)
[21] OC1(C#CCN2CCOCC2)CCCCC1
[22] Clc1ccc(CNC2CCCC2)c(Cl)c1
[23] COc1ccc(NC(=O)Cc2nc3ccccc3[nH]2)cc1
[24] COc1ccc(CN2CCOCCOCCOCCOCCOCC2)cc1

| assay / compound | 17 | 18 | 19 | 20 | 21 | 22 | 23 | 24 |
| --- | --- | --- | --- | --- | --- | --- | --- | --- |
| Shiga toxin inh | -3 | -3 | x | x | 22 | -8 | -19 | -11 |
| Pf growth 96h | u | 6.6µM* | 23% | 21% | 29% | -13% | u | 15% |
| Giardia FBPA inh | 3% | x | x | x | 1% | -3% | 13% | 1% |
| Sm TGR inh | -9% | 1% | -3% | -3% | -4% | 1% | -29% | 32% |
| Pf growth 48h | 9.3µM* | 4% | -10% | 9% | 5% | x | 12µM* | 12% |
| CHX counter | -5 | 2 | x | x | -6 | -1 | -4 | -2 |

[25] Cc1cccc(-n2c(CCc3ccccc3)nnc2SCC(=O)c2ccccc2)c1
[26] CN(C)CCn1cnc2c1c(=O)[nH]c(=O)n2Cc1ccccc1
[27] CCCn1c(N)c(N(CCOC)C(=O)CSc2cc(C)c3cccc(C)c3n2)c(=O)[nH]c1=O
[28] CCSc1nnc(NC(=O)c2cccc3ccccc23)s1
[29] O=C(CN1C(=O)C2C3C=CC(C3)C2C1=O)Nc1ccc(F)cc1 (stereo not drawn)
[30] O=C(NCC1CCCO1)C(C(=O)c1ccccc1)n1cc(Cl)ccc1=O (stereo not drawn)
[31] COc1cc([N+](=O)[O-])cc(/C=N/NC(=O)CC#N)c1O
[32] CC(C)OCCCNS(=O)(=O)c1ccc2ccccc2c1

| assay / compound | 25 | 26 | 27 | 28 | 29 | 30 | 31 | 32 |
| --- | --- | --- | --- | --- | --- | --- | --- | --- |
| Shiga toxin inh | 10 | 2 | x | -4 | 7 | -1 | -3 | -7 |
| Pf growth 96h | u | -9% | -28% | 0% | u | x | u | x |
| Giardia FBPA inh | 10% | -15% | x | -7% | 1% | -8% | 1% | 2% |
| Sm TGR inh | -6% | -18% | -2% | 5% | -2% | -10% | 4% | -5% |
| Pf growth 48h | -22% | -23% | u | 26% | 37% | 8% | -1% | 6% |
| CHX counter | 9 | -5 | x | -1 | 2 | -3 | 1 | -3 |

[33] O=C(CN1CCN(Cc2ccccc2)C1=O)NCCCN1CCOCC1
[34] COc1ccc(CNC(=O)/C(C)=C\C(=O)O)cc1
[35] CCC(=O)c1cn(CC(=O)Nc2cccc(C)c2)c2ccccc12
[36] S=c1nccc(-c2cccs2)[nH]1
[37] COC(=O)c1ccccc1NC(=O)c1ccc(F)cc1
[38] O=C(c1cc([N+](=O)[O-])cc([N+](=O)[O-])c1)N(Cc1nnc(-c2ccccc2Cl)o1)C1CC1
[39] O=C(c1ccco1)N1CCN(C(=O)c2cccs2)CC1
[40] COCCn1c(-c2ccc3ccccc3c2)nc2c1c(=O)[nH]c(=O)n2CC(C)C

| assay / compound | 33 | 34 | 35 | 36 | 37 | 38 | 39 | 40 |
| --- | --- | --- | --- | --- | --- | --- | --- | --- |
| Shiga toxin inh | -2 | 22 | x | -5 | 14&10 | 6 | 0 | -3 |
| Pf growth 96h | 2.9µM* | u | 8% | 19% | 15% | 12µM* | x | u |
| Giardia FBPA inh | 2% | 4% | 7% | -16% | 2%&9% | -3% | 2% | 17% |
| Sm TGR inh | -14% | -13% | 2% | 1% | 7% | -12% | -5% | -2% |
| Pf growth 48h | x | 18% | 13% | 494%[activator] | 4% | u | 10% | u |
| CHX counter | 5 | 9 | -2 | 2 | 3&-2 | 9 | -3 | -6 |

[41] Cc1ccccc1-c1nc(CS(=O)(=O)CC(=O)NCCCN2CCN(C)CC2)c(C)o1
[42] CCOCCCNC(=O)C(c1ccc(OC)cc1)N(Cc1ccc2c(c1)OCO2)C(=O)CNC(C)=O (stereo not drawn)
[43] COc1cc2[nH]c(C(=O)N(C)C3CCS(=O)(=O)C3)cc2c(OC)c1OC (stereo not drawn)
[44] CC(C)NCCCOc1ccc(Cl)cc1Br
[45] COc1cccc(NC(=S)N(Cc2cccc(Br)c2)CC2CCC(C(=O)O)CC2)c1 (stereo not drawn)
[46] CCc1nc(Nc2ccccc2O)c2oc3ccccc3c2n1
[47] COC(=O)c1sc2nc3c(cc2c1N)CCCC3
[48] COc1ccc(N2CCN(C(=O)C3CCN(C(=O)c4ccc([N+](=O)[O-])cc4)CC3)CC2)cc1

| assay / compound | 41 | 42 | 43 | 44 | 45 | 46 | 47 | 48 |
| --- | --- | --- | --- | --- | --- | --- | --- | --- |
| Shiga toxin inh | -3 | 1 | 19 | 36* | -7 | -5 | 99* | 10 |
| Pf growth 96h | u | x | u | u | 0% | -5% | -3% | 50%[activator] |
| Giardia FBPA inh | 13% | -1% | x | u | -12% | -11% | -13% | -8% |
| Sm TGR inh | -33%&-1% | -11% | -1% | 11% | -10% | 6% | 5%[57.1 µM] | -28% |
| Pf growth 48h | 16% | 6% | 6% | u | -21% | x | 172%[activator] | u |
| CHX counter | -5 | -1 | -1 | 31* | 9 | -6 | 39* | 2 |

[49] CCCc1cc(=O)oc2cc(C)cc(OCC(=O)NC(Cc3ccc(Cl)cc3)C(=O)O)c12 (stereo not drawn)
[50] Cc1nn(C(C)C(=O)NCc2ccccc2Cl)c(=O)c2c1sc1ccccc12 (stereo not drawn)
[51] CC(C)Oc1ccc(C2CC(=O)N(c3ccc(C(=O)O)cc3)C2=O)cc1 (stereo not drawn)
[52] CC(=O)c1ccc2c(c1)N(C)c1ccccc1S2
[53] O=C(NCc1ccccn1)C1CCN(S(=O)(=O)c2cccs2)CC1
[54] Cc1cccc(NC(=O)CCNC(=O)c2ccc(Br)cc2)c1C
[55] FC(F)Sc1ccc(NC(=S)NC(c2ccccc2)c2ccccc2)cc1
[56] CN1C(=S)SC(C)(C)C1N(O)C(=O)Nc1ccc(Cl)cc1 (stereo not drawn)

| assay / compound | 49 | 50 | 51 | 52 | 53 | 54 | 55 | 56 |
| --- | --- | --- | --- | --- | --- | --- | --- | --- |
| Shiga toxin inh | -5 | 21 | -11 | 15* | -13 | -5 | 4 | 5 |
| Pf growth 96h | -3% | x | 3% | 10% | 29% | 15% | u | 4% |
| Giardia FBPA inh | u | -1% | 4% | 0% | 3% | 7% | -12% | -18% |
| Sm TGR inh | -5% | 3% | -1% | -23% | -2% | 8% | 8% | 19% |
| Pf growth 48h | -2% | 4% | 4% | 23% | 12% | -8%[0.00184 µM] | -46% | u |
| CHX counter | -3 | 4 | -2 | 15* | -4 | -2 | 6 | 16 |

[57] CN(Cc1ccccc1)C(=O)CN(Cc1ccccc1)S(C)(=O)=O
[58] COc1ccc(S(=O)(=O)Nc2cc3c4c(oc3c3ccccc23)CCCC4=O)cc1
[59] COc1ccc(NC(=O)c2ccc(CN3CCc4ccccc4C3)cc2)cc1OC
[60] Cc1nc2nc(SCC(=O)NCCCN3CCCCCC3)nn2c(C)c1Cc1ccccc1Cl
[61] O=C(CCN1CCc2ccccc2C1)Nc1ccc(F)c(F)c1
[62] Cc1ccc(Cl)cc1NC(=S)N1CCC(c2ccccc2)C1 (stereo not drawn)
[63] O=C(O)c1ccc(NC(=O)C2C3CCC(C3)C2C(=O)O)cc1 (stereo not drawn)
[64] Cc1ccc(OCCn2c(NC(=O)c3ccco3)nc3ccccc32)cc1
[65] O=C1NC2(CCCCC2)N=C1c1ccccc1
[66] CCOC(=O)Cc1csc(NC(=O)c2ccc(Cl)nc2)n1

| assay / compound | 57 | 58 | 59 | 60 | 61 | 62 | 63 | 64 | 65 | 66 |
| --- | --- | --- | --- | --- | --- | --- | --- | --- | --- | --- |
| Shiga toxin inh | -7 | -11 | -3 | -6 | -15 | 27 | 2 | -5 | 13 | -7 |
| Pf growth 96h | 2% | 9.3µM* | u | -6% | 1% | u | 4% | u | 68%[activator] | 0% |
| Giardia FBPA inh | 0% | 22% | -20% | x | 1% | -5% | 10% | u | 9% | -12% |
| Sm TGR inh | -3% | -24% | -19% | 4% | 1% | 9% | -25% | 7% | 11% | 4% |
| Pf growth 48h | 9% | x | -53% | -26% | -15% | 12µM* | 34%[activator] | 2.9µM* | 19% | u |
| CHX counter | 2 | 6 | 9 | -1 | -1 | 26* | 8 | -3 | -3 | -2 |
